aSyn tox rescue: qHTS of alpha-syn Inhibitors: NCGC Sytravon Library Screen | S. cerevisiae alpha-synuclein toxicity rescue, BacTiter-Glo growth, 24 h | Potency, µM (titrated, usually from 46.1 µM), without a hit: at the top dose growth rescue (activation), actives largely listed as activators | hit rate 0.02% among 94,000 | AID 1347070, 2019; active means well fitted activation curve with a large enough effect; inconclusive means small, poorly fitted or top-dose-only effect; further: 0% is about no effect
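Growth restoration measured by BacTiter-Glo luminescence after 24 hr at 30 deg C; alpha-synuclein yeast, raffinose-pregrown to mid-log, were added at OD600=0.02 in galactose medium onto pinned compounds.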
The depositor's hits bear a star; [ ] = dose if it differs, or a comment. Potency means the concentration at half of the fitted maximal effect.

For COc1ccc(CN2C(=O)C(CC(=O)NC(c3ccccc3)c3ccccc3)CC(C(=O)N(C)C)=C2C)cc1 (stereo not given) the results were aSyn tox rescue 5%.
CCOC(=O)c1c(C)[nH]c(C)c1S(=O)(=O)N1CCCC(C(=O)Nc2ncccc2C)C1 (stereo not given) was read as aSyn tox rescue -2%.
`COc1ccccc1C(CNC(=O)COc1cc(C)ccc1Cl)N1CCCC1` (stereo not given) gave aSyn tox rescue 1%.
O=C(/C=C/c1ccc(F)cc1)c1cc(Br)ccc1O was read as aSyn tox rescue -8%.
For COc1ccc(C)cc1NC(=O)C1CCN(S(=O)(=O)Cc2ccccc2)CC1 the results were aSyn tox rescue 6%.
Screening COc1cc(NC(=O)c2cnc(N)o2)cc(C(=O)Nc2cccc(C(F)(F)F)c2)c1 returned aSyn tox rescue 0%.
CCCCNC(=O)c1ccc2c(c1)N(Cc1ccc(F)cc1)C(=O)c1ccccc1S2=O (stereo not given) was read as aSyn tox rescue -4%.
CCOc1ccc(CCNC(=O)COC(=O)Cc2c[nH]c3ccccc23)cc1OCC was read as aSyn tox rescue -4%.
`COc1ccccc1CNC(=O)COC(=O)c1ccc(C)c(S(=O)(=O)N2CCOCC2)c1` gave aSyn tox rescue 4%.
`Cc1ccc(NC(=O)CSc2ncc3c(n2)-c2ccccc2N(Cc2cccc(F)c2)S3(=O)=O)cc1F` gave aSyn tox rescue -4%.
For COc1ccc(NC(=O)CSc2nc3ccccc3n2CC(=O)N(C)c2ccc(F)cc2)cc1 the results were aSyn tox rescue 2%.
For Cc1ccc(S(=O)(=O)N2CCCCC2)cc1NC(=O)C1CCCO1 (stereo not given) the results were aSyn tox rescue 2%.
For O=C(Nc1cc(S(=O)(=O)N2CCOCC2)ccc1OCC(F)(F)F)C1CCCC1 the results were aSyn tox rescue 2%.
Cc1ccccc1CSc1nnc2[nH]c(=O)cc(-c3ccccc3)n12 was read as aSyn tox rescue 4%.
For Cc1nn(CC(=O)NCc2ccc(Cl)cc2)c(=O)c2cc3sccc3n12 the results were aSyn tox rescue -3%.
Screening Cc1ccc2c(c1)C(c1ccccc1)N(C(=O)c1ccc(S(=O)(=O)N3CCCCC3)cc1)CC(=O)N2 (stereo not given) returned aSyn tox rescue 10%.
For CC(=O)Nc1ccc(S(=O)(=O)NCCC(=O)OCC(=O)c2cccc(Br)c2)cc1 the results were aSyn tox rescue -6%.
`CCCN1C(=O)c2[nH]nc(-c3ccc(OC)cc3)c2C1c1ccccn1` (stereo not given) gave aSyn tox rescue -10%.
Screening C/C(=N\Nc1nc2ccccc2[nH]1)c1ccc(Cl)s1 returned aSyn tox rescue 1%.
For CCn1cc(C(=O)NCCc2ccc(OC)cc2)c(=O)c2ccc(C)nc21 the results were aSyn tox rescue -12%.

Part of the list above in order of molar mass, highest first.
`Cc1ccc(NC(=O)CSc2ncc3c(n2)-c2ccccc2N(Cc2cccc(F)c2)S3(=O)=O)cc1F` gave aSyn tox rescue -4%.
Screening Cc1ccc2c(c1)C(c1ccccc1)N(C(=O)c1ccc(S(=O)(=O)N3CCCCC3)cc1)CC(=O)N2 (stereo not given) returned aSyn tox rescue 10%.
For COc1ccc(NC(=O)CSc2nc3ccccc3n2CC(=O)N(C)c2ccc(F)cc2)cc1 the results were aSyn tox rescue 2%.
`COc1ccccc1CNC(=O)COC(=O)c1ccc(C)c(S(=O)(=O)N2CCOCC2)c1` gave aSyn tox rescue 4%.
CCCCNC(=O)c1ccc2c(c1)N(Cc1ccc(F)cc1)C(=O)c1ccccc1S2=O (stereo not given) was read as aSyn tox rescue -4%.
CCOC(=O)c1c(C)[nH]c(C)c1S(=O)(=O)N1CCCC(C(=O)Nc2ncccc2C)C1 (stereo not given) was read as aSyn tox rescue -2%.
For O=C(Nc1cc(S(=O)(=O)N2CCOCC2)ccc1OCC(F)(F)F)C1CCCC1 the results were aSyn tox rescue 2%.
CCOc1ccc(CCNC(=O)COC(=O)Cc2c[nH]c3ccccc23)cc1OCC was read as aSyn tox rescue -4%.
For COc1ccc(C)cc1NC(=O)C1CCN(S(=O)(=O)Cc2ccccc2)CC1 the results were aSyn tox rescue 6%.
For Cc1nn(CC(=O)NCc2ccc(Cl)cc2)c(=O)c2cc3sccc3n12 the results were aSyn tox rescue -3%.
For CCn1cc(C(=O)NCCc2ccc(OC)cc2)c(=O)c2ccc(C)nc21 the results were aSyn tox rescue -12%.
For Cc1ccc(S(=O)(=O)N2CCCCC2)cc1NC(=O)C1CCCO1 (stereo not given) the results were aSyn tox rescue 2%.
`CCCN1C(=O)c2[nH]nc(-c3ccc(OC)cc3)c2C1c1ccccn1` (stereo not given) gave aSyn tox rescue -10%.
O=C(/C=C/c1ccc(F)cc1)c1cc(Br)ccc1O was read as aSyn tox rescue -8%.
Screening C/C(=N\Nc1nc2ccccc2[nH]1)c1ccc(Cl)s1 returned aSyn tox rescue 1%.

(list continues)
`COCCCn1c(SCC(=O)N2CCCC2=O)nc2ccccc2c1=O` gave aSyn tox rescue 4%.
For Cc1cc(C)n(CCCNC(=O)CN(C)S(=O)(=O)c2ccc(Cl)cc2)n1 the results were aSyn tox rescue -1%.
For N=C(N)c1ccc(O)cc1 the results were aSyn tox rescue 2%.
Screening CC(Oc1ccc(Cl)cc1Cl)c1ccnc(N)n1 (stereo not given) returned aSyn tox rescue -15%.
For Cc1ccc(-c2cn3nc(-c4ccccc4)c(-c4ccccc4)nc3n2)cc1 the results were aSyn tox rescue 8%.
For Cc1ccc(OCC(=O)Nc2ccc(NC(=O)c3cccs3)cc2)c(C)c1 the results were aSyn tox rescue -8%.
For COc1ccc(OC)c(CCNC(=O)c2cc3c(=O)oc4ccc(C)cc4c3s2)c1 the results were aSyn tox rescue 4%.
Screening CCCn1c(=S)[nH]c2cc(C(=O)N3CCN(c4ccc(F)cc4)CC3)ccc2c1=O returned aSyn tox rescue 5%.
COc1ccc2oc(-c3ccc(C)c(NC(=O)c4ccc(-c5ccccc5[N+](=O)[O-])o4)c3)nc2c1 was read as aSyn tox rescue -10%.
Screening O=C(NCc1ccccc1)C(c1ccccc1F)N(C(=O)c1csnn1)C1CCCC1 (stereo not given) returned aSyn tox rescue 1%.
For CCCN(CCC)CCNC(=O)C1CCN(c2nc3ccc(CC)cc3s2)CC1 the results were aSyn tox rescue 27%.
Screening CCOc1ccc(NC(=S)N(CCOC)C(C)c2cccnc2)cc1 (stereo not given) returned aSyn tox rescue -9%.
CCc1sc(Nc2cccc(C)c2C)nc1-c1cc2cccc(OC)c2oc1=O was read as aSyn tox rescue 6%.
For CCOC(=O)C1(CC2CCCCO2)CCN(Cc2c(C)cc(C)cc2-n2cccn2)CC1 (stereo not given) the results were aSyn tox rescue 3%.
Screening COc1ccc(NC(=O)c2ccco2)cc1NC(=O)c1cc(OC)c(OC)c(OC)c1 returned aSyn tox rescue -8%.
Cc1nc2ccccc2nc1NS(=O)(=O)c1ccc(N)cc1 was read as aSyn tox rescue 5%.
`CCc1cc(C(=O)Nc2cc(S(=O)(=O)N3CCCCC3)ccc2N2CCN(C)CC2)sc1C` gave aSyn tox rescue 16%.
`Cc1cc(C(=O)OC(C)C(=O)NC2CCCCC2C)c2ccccc2n1` (stereo not given) gave aSyn tox rescue 2%.
C[C@H]1CN([C@@H](C)CO)C(=O)CCCn2cc(nn2)CO[C@@H]1CN(C)S(=O)(=O)c1ccc(-c2ccccc2)cc1 was read as aSyn tox rescue 3%.
`CCc1ccc(NC(=O)CSc2nnc(Cn3c(=O)sc4ccccc43)n2C)cc1` gave aSyn tox rescue -35%[inhibitor].
`CCOc1ccc(C(=O)C(C)OC(=O)c2nc(Cl)ccc2Cl)cc1` (stereo not given) gave aSyn tox rescue -1%.
For Cc1ccnc(NC(=O)CNC(=O)c2ccccc2)c1 the results were aSyn tox rescue -5%.
COc1cc(NC(=O)Cn2c(C)cc(C)c(C#N)c2=O)cc(OC)c1 was read as aSyn tox rescue 3%.
Screening COc1cccc(N2C(=O)CC(NNC(=O)c3cccs3)C2=O)c1 (stereo not given) returned aSyn tox rescue -16%.
For O=[N+]([O-])c1cc(-c2nc(-c3ccccc3)no2)ccc1N1CCCCC1 the results were aSyn tox rescue 1%.
For O=C(Nc1ccccc1F)c1ccc(Cn2nc(N3CCN(c4ccccc4)CC3)ccc2=O)o1 the results were aSyn tox rescue -8%.
`Cc1cc(NC(=O)CS(=O)(=O)c2cn(Cc3ccc(F)cc3)c3ccccc23)no1` gave aSyn tox rescue 3%.
Screening Cc1cccc(OCC(=O)NC2CCCC2)c1 returned aSyn tox rescue -9%.
For COc1cccc(C2=NN(C(C)=O)C(c3cn(-c4ccccc4)nc3-c3cccs3)C2)c1 (stereo not given) the results were aSyn tox rescue -2%.
For CCc1ccc(N2CC(C(=O)Nc3ccc(F)cc3)CC2=O)cc1 (stereo not given) the results were aSyn tox rescue 7%.
`O=C(/C=C/C=C/c1ccccc1)c1ccco1` gave aSyn tox rescue 0%.
Screening CCN(CCCNC(=O)c1cc2cc3cc(C)ccc3nc2s1)c1cccc(C)c1 returned aSyn tox rescue 6%.
`CCOc1ccc(-c2nnc(SCC(=O)N3CCCC3)o2)cc1` gave aSyn tox rescue 0%.
`CCc1ccccc1N1CC(c2nnc(NC(=O)c3ccco3)s2)CC1=O` (stereo not given) gave aSyn tox rescue -6%.
COc1ccc(C)cc1NC(=O)N(C(C)C)C1CCN(C(C)=O)CC1 was read as aSyn tox rescue -12%.
For COc1ccc(C2CC(=O)N3CN(c4ccccc4F)CSC3=C2C#N)cc1OC (stereo not given) the results were aSyn tox rescue 0%.
For C=CCNC(=O)CSc1nc2sccc2c(=O)n1-c1ccccc1 the results were aSyn tox rescue 5%.
CCc1ccc(OC(C)c2nc(-c3ccc(-n4cccc4)cc3)no2)cc1 (stereo not given) was read as aSyn tox rescue 3%.
Screening Cc1ccc(C)c(NC(=O)c2cc(S(=O)(=O)N3CCCc4ccccc43)ccc2F)c1 returned aSyn tox rescue -2%.
N#Cc1ccccc1NS(=O)(=O)c1cc2c3c(c1)CCN3C(=O)CC2 was read as aSyn tox rescue 3%.
`O=C(Nc1ccccc1F)c1ccn[nH]1` gave aSyn tox rescue -14%.
COc1ccc(OC)c(CN2CCN(C(=O)CCC(=O)c3cccs3)CC2)c1 was read as aSyn tox rescue -13%.
Screening Cc1ccccc1OCC(=O)Nc1c(C(=O)Nc2ccccc2F)oc2ccccc12 returned aSyn tox rescue -8%.
For CCc1ccc(NC(=O)Cn2nnc(C(=O)Nc3ccc(F)cc3)c2N)cc1 the results were aSyn tox rescue 2%.
O=C1NC2(CCCCCC2)C(=O)N1Cc1ccccc1Cl was read as aSyn tox rescue 3%.
O=C(Nc1cccc(Br)c1)c1cc(S(=O)(=O)N2CCCCC2)c[nH]1 was read as aSyn tox rescue 1%.
Screening COCCN(C(=O)Cc1cccs1)C(C(=O)NC1CCCC1)c1cc(OC)c(OC)c(OC)c1 (stereo not given) returned aSyn tox rescue -9%.
Screening Cc1cc(-c2ccc(C)c(S(=O)(=O)Nc3cccc(C#N)c3)c2)on1 returned aSyn tox rescue 3%.
COc1cc(/C(C)=N/NC(=O)CSc2nc3ccccc3[nH]2)ccc1O was read as aSyn tox rescue -9%.
`Cn1cnnc1SCC(=O)Nc1cc(S(=O)(=O)N2CCCCC2)ccc1Cl` gave aSyn tox rescue -4%.
`Cc1cccc(C(=O)NCC(=O)NCCSc2ccc(Br)cc2)c1` gave aSyn tox rescue 10%.
`CCCN(C(=O)CCNC(=O)Cn1cnc2ccccc2c1=O)c1cccc(Cl)c1` gave aSyn tox rescue 4%.
For CCN(CC)S(=O)(=O)c1cccc(C(=O)Nc2ccccc2C(=O)Nc2ccc(Cl)cc2)c1 the results were aSyn tox rescue 5%.
`Cc1ccc(C)c(N(C(=O)c2csnn2)C(C(=O)NC2CCCCC2)c2ccncc2)c1` (stereo not given) gave aSyn tox rescue -11%.
Screening OC(CNCc1ccc2c(c1)OCO2)COc1ccccc1 (stereo not given) returned aSyn tox rescue 2%.
`CC(C)c1ccc(NC(=O)c2cc(S(=O)(=O)NCCc3ccccc3)ccc2F)cc1` gave aSyn tox rescue inconclusive.
Cc1cccc(CNC(=O)C2CCCN(c3nn4c(=O)cc(C)nc4s3)C2)c1 (stereo not given) was read as aSyn tox rescue 7%.
`Cc1cc(=O)oc2cc(OCC(=O)OCC(=O)Nc3ccccc3F)ccc12` gave aSyn tox rescue -3%.
Screening CCOc1ccc(NC(=O)CS(=O)(=O)c2cn(C)c3ccccc23)cc1 returned aSyn tox rescue -1%.
Cc1[nH]c(=O)[nH]c(=O)c1/C=N/NC(=O)CCCCCNC(=O)OC(C)(C)C was read as aSyn tox rescue 5%.
For O=[N+]([O-])c1ncccc1OCc1ccccc1Br the results were aSyn tox rescue 12%.
Screening O=C(COC(=O)c1cc(=O)[nH]c2ccccc12)c1ccc(Br)cc1 returned aSyn tox rescue 3%.
O=C1OC(Cc2ccncc2)C(O)=C1C1=NCCCN1 (stereo not given) was read as aSyn tox rescue -7%.
O=C(Nc1cccc2cccnc12)c1cccc2c(Br)cccc12 was read as aSyn tox rescue -2%.
For O=C(C[n+]1ccccc1)N/N=C/c1ccccc1F the results were aSyn tox rescue -13%.
Screening O=C(Nc1cc(-c2nc3ccccc3o2)ccc1Cl)c1sc2c([N+](=O)[O-])cccc2c1Cl returned aSyn tox rescue -6%.
Screening CCc1nn(CC(=O)NCCc2ccc(Cl)cc2)c(=O)c2cc3ccccc3n12 returned aSyn tox rescue -4%.
`Cc1onc(-c2c(F)cccc2Cl)c1C(=O)NC(=S)Nc1c(C)n(C)n(-c2ccccc2)c1=O` gave aSyn tox rescue -1%.
Screening COC(=O)c1cnc(SCC(=O)c2ccccc2)n1C returned aSyn tox rescue 16%.
Screening CC(C)(C)NC1=NCCNC(c2ccccc2)=C1 returned aSyn tox rescue -4%.
`Cc1cccn2c(=O)cc(COc3cccc(NC(=O)COc4ccccc4)c3)nc12` gave aSyn tox rescue -19%.
`Cc1ccc(S(=O)(=O)c2nc(-c3ccc(F)cc3)oc2SCC(=O)c2ccccc2)cc1` gave aSyn tox rescue 5%.
COc1ccc(N=Nc2c(N)n[nH]c2N)cc1 was read as aSyn tox rescue -3%.
For NC(=O)c1ccsc1NC(=O)COC(=O)CCc1ccccc1 the results were aSyn tox rescue -42%[inhibitor].

Some of the compounds tested; count on the stated rates, not on these rows.
